# Screens from PubChem.
# GalR3 antagonist: GalR3 antagonists in HEK293 cells, primary screen, cell-based, fluorescence readout | Galanin receptor type 3 (Homo sapiens), O60755 | HEK293 GalR3-CNG cAMP membrane potential fluorescence; galR3 body fused to GalR1 C-terminus | 0.44% of 360,000 active | inhibition, % at 3 µM;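 active means inhibition above the screen-wide average plus 3 SD, cut at about 13% in these data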;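 further: forskolin and galanin both at EC90 stimulate the cells; cAMP rise reported by CNG channel membrane potential dye signal; 0% = forskolin plus galanin with DMSO and 100% = forskolin alone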
# Target sequence (O60755 1-299 limits assumed): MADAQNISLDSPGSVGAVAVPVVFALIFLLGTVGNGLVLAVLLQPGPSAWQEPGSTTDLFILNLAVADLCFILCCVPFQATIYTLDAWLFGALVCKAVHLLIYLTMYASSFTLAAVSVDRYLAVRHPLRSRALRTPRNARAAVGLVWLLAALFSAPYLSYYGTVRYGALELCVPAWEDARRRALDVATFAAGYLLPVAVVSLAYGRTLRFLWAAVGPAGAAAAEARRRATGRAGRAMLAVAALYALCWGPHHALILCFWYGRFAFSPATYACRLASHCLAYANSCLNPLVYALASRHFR
# CHRM4 PAM: human M4 muscarinic receptor positive allosteric modulators, primary screen, CHO-K1 cells, Fluo-8 calcium fluorescence. 0.4% of 360,000 active. AID 624126, 2012. Muscarinic acetylcholine receptor M4 (Homo sapiens), P08173. CHO-K1 hM4/Gqi5, ACh EC20; 0% = ACh EC20, 100% = maximal ACh. activation, % at 3 µM;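 active means activation above its plate's cutoff, the mean activation of sample wells plus 3 SD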; further: some results filed as inactive read as strong as hits
# Target sequence (P08173 whole entry, looked up): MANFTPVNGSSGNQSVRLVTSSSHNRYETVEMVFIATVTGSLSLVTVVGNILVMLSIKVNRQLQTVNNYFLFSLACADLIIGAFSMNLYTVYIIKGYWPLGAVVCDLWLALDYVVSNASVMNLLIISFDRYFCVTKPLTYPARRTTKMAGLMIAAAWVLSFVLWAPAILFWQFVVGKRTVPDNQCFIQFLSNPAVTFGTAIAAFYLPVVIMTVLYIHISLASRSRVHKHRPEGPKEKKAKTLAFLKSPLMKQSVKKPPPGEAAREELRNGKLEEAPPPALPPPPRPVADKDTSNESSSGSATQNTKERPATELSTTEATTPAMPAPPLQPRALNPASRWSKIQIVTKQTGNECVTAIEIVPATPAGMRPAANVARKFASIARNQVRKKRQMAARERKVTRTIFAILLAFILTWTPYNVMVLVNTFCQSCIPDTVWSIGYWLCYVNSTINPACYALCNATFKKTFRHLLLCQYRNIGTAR
# Active calls of the source: *. These rows are one share of the data. The share of hits here may be higher or lower than overall.
SMILES,GalR3 antagonist,CHRM4 PAM
CCOC(=O)[C@]12CCC=C1N(CCC1=CCCCC1)C(=O)[C@H](CC(=O)NCC1CCCCC1)C2,-6,3
CCCCNC(=O)C1(C)CCN1C(=O)c1cccc(OC(F)(F)F)c1 (stereo unspecified),0,0
CCCCCCCCN1C(=O)[C@H](CC(=O)NCc2cccc(C(F)(F)F)c2)C[C@@]2(C(=O)OCC)CCCC=C12,-6,0
Cn1c(=O)c2cc(NC(=O)OCCF)ccc2n1Cc1cccc(C(F)(F)F)c1,-6,0
CC(=O)N1Cc2cc(C(=O)NCC(F)(F)F)nc(-c3cccc(-c4cccnc4)c3)c2[C@@H]1CCO,-3,10
FC(F)(F)Oc1ccccc1C(c1nnnn1-c1ccc2c(c1)OCCO2)N1CCN(C/C=C/c2ccccc2)CC1 (stereo unspecified),-2,0
COC(=O)c1ccc2nc(-c3ccc(OC)c(OC)c3)c(Cc3cccc(F)c3)n2c1,-6,-4
Nc1cccc(-c2cccc3nncn23)c1,-2,12
CC(C)(CO)CNc1ccn2nccc2n1,-4,5
CCOC1=C2CN(S(=O)(=O)c3ccc(C)cc3)[C@@H](c3ccc(CC)cc3)C[C@H]2[C@H]2C(=O)N(c3ccccc3)C(=O)[C@H]2C1,-6,5
CCCS(=O)(=O)NC(=O)C1(C)CCCN(C(=O)C2(c3ccc(Cl)cc3)CCCC2)C1 (stereo unspecified),-5,10
CC(C)N(C)c1ncnc2c1ncn2[C@H]1CN(Cc2ccc(Cl)cc2)C[C@@H](CO)O1,-8,6
Cc1cc(C)n2c(NC3CCCCC3)c(-c3ccc(F)cc3)nc2n1,-9,0
O=C(NCc1ccc(F)c(F)c1)c1ccc(-c2ccc(F)c(F)c2)c2ccoc12,-7,-11
O=C(NC(c1ccc(Cl)cc1)c1ccsc1)C1CCN(Cc2cccc(C(F)(F)F)c2)CC1 (stereo unspecified),-2,0
CC(=O)NCCNc1nc2cc(-c3cccc(Cl)c3)sc2c(=O)n1C,-6,-2
CCOC(=O)[C@]12CCC=C1N(Cc1ccc(Cl)cc1Cl)C(=O)[C@H](CC(=O)N1CCCCC1)C2,-6,0
COC(=O)C[C@H]1C=C[C@H](NC(=O)c2cccc(F)c2)[C@@H](CO)O1,-1,7
NC(Cc1ccc(F)cc1)c1csc(Nc2ccc(C(=O)NCCCO)cn2)n1 (stereo unspecified),-6,-3
COc1ccc(C(C)(NC(C)=O)c2nc(-c3ccc(F)cc3OC)cs2)cc1 (stereo unspecified),-6,0
O=c1c(-c2cc3ccccc3[nH]2)nc2ccccc2n1C(CCc1ccccc1)c1nc2ccccc2[nH]1 (stereo unspecified),-6,-4
CC(C)=CCC[C@H](C)C[C@@H]1CC2=C(C(=O)OC(C)(C)O2)[C@@H](c2ccc(F)cc2)O1,-4,-2
CCOC(=O)C1=CC[C@@H](c2ccc([N+](=O)[O-])cc2)N(S(=O)(=O)c2ccc(C)cc2)[C@H]1c1ccccc1,-6,9
Cc1cccc(C)c1NC(=O)C1c2ccccc2OCC(=O)N1CCc1c[nH]c2ccccc12 (stereo unspecified),-6,5
Fc1ccccc1-c1nc(NCC2CC2)nc2ccsc12,-7,-4
CCOC(=O)[C@]12CCCC=C1N(Cc1ccccc1)C(=O)[C@H](CC(=O)N1CCN(C(=O)C3CC3)CC1)C2,3,2
OC[C@@H]1CN(Cc2ccccc2)C[C@H](n2cnc3c(N4CCCC4)ncnc32)O1,0,8
C=CCNc1ncnc2c1ncn2[C@H]1CN(Cc2ccc3c(c2)OCO3)C[C@@H](CO)O1,-4,3
O=C(CC[C@H]1O[C@@H](n2cnc3c(NC(=O)c4ccccc4)ncnc32)[C@H](O)[C@@H]1O)N[C@@H](CO)c1ccccc1,-6,2
COC(=O)C1(C(=O)OC)C[C@H](c2cccs2)N(Cc2ccccc2OC)[C@@H]1c1ccc(F)cc1,-2,-10
Cc1ccc(S(=O)(=O)Nc2ccccc2NS(=O)(=O)c2ccc(C)cc2)cc1,-8,-9
COc1cc(CN2C[C@@H](CO)O[C@@H](n3cnc4c(NCc5ccco5)ncnc43)C2)cc(OC)c1OC,-4,-2
O=C(Nc1nnc([C@@H]2C[C@H](O)[C@@H](CO)O2)s1)c1cccc2ccccc12,-2,-4
C=Cc1ccc(CC2(C)C(=O)Nc3ccc(-c4cccnc4)cc32)cc1 (stereo unspecified),2,-10
O=c1[nH][nH]c2c1[C@@H](c1ccc(F)cc1)O[C@H](CCc1ccccc1)C2,-7,1
Cc1cc2nc(-c3cccc(Br)c3)c(Cc3ccsc3)n2c(C)c1Br,-7,4
CCCCNC(=O)C(NC(=O)c1cnccn1)C(=O)c1ccccc1 (stereo unspecified),-2,7
CCOC(=O)c1cc(OC)c2cccc(CN3CCCC(C)(C(=O)NCCOC)C3)c2c1 (stereo unspecified),-7,1
O=C(NCc1ccco1)c1[nH]c(C(F)(F)F)nc1-c1ccccc1,-6,0
O=C(Nc1c(Cl)cccc1Cl)Oc1cccc2cccnc12,-7,3

# Arranged by value in CHRM4 PAM (highest first): three of the compounds above.
SMILES,GalR3 antagonist,CHRM4 PAM
Cc1cc2nc(-c3cccc(Br)c3)c(Cc3ccsc3)n2c(C)c1Br,-7,4
CCOC(=O)c1cc(OC)c2cccc(CN3CCCC(C)(C(=O)NCCOC)C3)c2c1 (stereo unspecified),-7,1
O=C(Nc1nnc([C@@H]2C[C@H](O)[C@@H](CO)O2)s1)c1cccc2ccccc12,-2,-4

# More structures follow:
SMILES,GalR3 antagonist,CHRM4 PAM
CN(C)c1cccc(CNC(=O)c2csc([C@@H]3O[C@H](CO)[C@@H](O)[C@H]3O)n2)c1,-7,12
CC1ON=C(c2ccccn2)N(Cc2ccc(S(C)(=O)=O)cc2)C1=O (stereo unspecified),3,4
COC(=O)[C@@]12C[C@@H](CC(=O)NCCC(C)C)C(=O)N(Cc3ccco3)C1=CCC(C)(C)C2,-10,5
COc1cc(NC(=O)Nc2nnc([C@H]3C[C@H](O)[C@@H](CO)O3)s2)cc(OC)c1,1,8
CCOC(=O)C[C@@H]1OC2CCCCC2N1S(=O)(=O)c1ccc(C)cc1 (stereo partly specified),-4,-8
CCC(c1nnnn1-c1c(C)cccc1C)N1CCN(C/C=C/c2ccccc2)CC1 (stereo unspecified),-9,-11
CCCCn1c(O)c2n(c1=O)Cc1ccccc1N=C2c1ccccc1,-2,-3
C#CCNC(=O)C[C@@H]1C[C@@]2(C(=O)OCC)CCCC=C2N(CCC2=CCCCC2)C1=O,-5,-4
OC[C@@H]1CN(Cc2ccncc2)C[C@H](n2cnc3c(NC4CCCC4)ncnc32)O1,-1,1
CC(C)CC1OC(C)CC2=C1C(=O)OC(C)(C)O2 (stereo unspecified),-9,4
CCCCN(C=O)c1c(CC)nc2ccc(C(=O)N3CCN(S(=O)(=O)CC)CC3)cn12,-4,1
COC(=O)[C@H](NC(=O)c1cc(-c2ccccc2)sc1N)C(C)C,-1,2
CCc1cc(=O)oc2cc(OC(C)C(=O)N3CC[C@@]4(O)CCCC[C@H]4C3)ccc12 (stereo partly specified),-4,4
O=S1(=O)CC(N2CCCC2)CN1Cc1ccccc1 (stereo unspecified),-7,-1
COc1ccc2cc(C3CC=C(COC(C)=O)CN3S(=O)(=O)c3ccccc3[N+](=O)[O-])n(C(=O)OC(C)(C)C)c2c1 (stereo unspecified),-2,-4
O=C(NCc1ccncc1)[C@@H]1CCCN1C(=O)[C@@H]1CCCN1C(=O)c1cccs1,-4,5
COCCNc1nc(Oc2ccccc2)c2sccc2n1,-7,2
O=C(NCCN1CCC(n2c(=O)[nH]c3ccccc32)CC1)c1ccc(F)c(C(F)(F)F)c1,-3,-8
CCCCCNC(=O)C(c1ccc(-c2ccccc2)cc1)n1c(=O)c(-c2ccccc2)nc2ccccc21 (stereo unspecified),-6,2
OC[C@@H]1CN(Cc2ccc(-c3ccccc3)cc2)C[C@H](n2cnc3c(N4CCCC4)ncnc32)O1,-7,3
CCCNC(=O)C1(C)CCN(C(=O)c2cccnc2Oc2ccccc2)C1 (stereo unspecified),-5,6
Cc1ccc(Cc2c(-c3ccc(C)cc3)nc3c(C)cc(Br)cn23)cc1,-7,7
Cc1nc2c(OCc3ccc(F)c(F)c3)cccn2c1N(C)C(=O)CCC1CCCC1,-7,-12
COc1ccc(C(N)c2csc(Nc3ncccn3)n2)cc1 (stereo unspecified),-4,1
COc1ccc(-c2nc3ccc(Cl)cn3c2Cc2cccc(Cl)c2)cc1OC,-5,-6
Cc1ccccc1-c1cc2nc(NCCN3CCCC3)n(C)c(=O)c2s1,-7,0
O=C(NCc1ccc(F)cc1F)[C@@H]1CCCN1C(=O)[C@@H]1CCCN1C(=O)c1ccc(Cl)cc1,-2,-3
CC(C)C[C@H]1CN([C@@H](Cc2ccc(O)cc2)CN2CCC[C@H]2CN2C(=O)C(=O)NC[C@@H]2Cc2ccccc2)C(=O)C(=O)N1CC1CCCCC1,-10,0
O=C1NC[C@H](CCCCN2C[C@H](Cc3ccccc3)N(Cc3ccccc3)C(=O)C2=O)N(CCc2ccc(O)cc2)C1=O,-6,4
CC1(C(=O)NS(=O)(=O)C2CC2)CCN(C(=O)COCc2ccccc2)C1 (stereo unspecified),-3,-4
CCOC(=O)C1=CCN(S(=O)(=O)c2ccc(Br)cc2)C1c1cccc(C)c1 (stereo unspecified),-6,-11
O=C(Nc1cccc(C(F)(F)F)c1)Nc1nnc([C@@H]2C[C@H](O)[C@@H](CO)O2)s1,-3,-2
COc1cc(OC)cc(-c2c(Sc3ccccc3)c3cc(-c4ccc(OC)c(F)c4)ccc3n2C)c1,-5,6
CC(C)C[C@H]1CN(CCCC[C@H]2CNC(=O)C(=O)N2CCc2ccc(O)cc2)C(=O)C(=O)N1CCc1ccc(O)cc1,1,7
CN(Cc1ccccc1)C(=O)c1ccc(Nc2nc(C(N)Cc3ccc(C(F)(F)F)cc3)cs2)nc1 (stereo unspecified),-8,6
CCOC(=O)[C@]12CCCC=C1N(CCC1=CCCCC1)C(=O)[C@H](CC(=O)NCCCCc1ccccc1)C2,-8,-7
CCCCCNC(=O)C(c1ccc(OC)cc1)n1c(=O)c(-c2cc3ccccc3[nH]2)nc2ccccc21 (stereo unspecified),7,-1
Fc1ccc(-c2nc3ccc(Br)cn3c2Cc2ccsc2)cc1,-9,1
CCOC(=O)[C@]12CCCC=C1N(Cc1ccccc1)C(=O)[C@H](CC(=O)N1CCC(c3ccccc3)CC1)C2,-5,6

# Molecules from the list above containing fluorine, in the order listed:
SMILES,GalR3 antagonist,CHRM4 PAM
CCCCNC(=O)C1(C)CCN1C(=O)c1cccc(OC(F)(F)F)c1 (stereo unspecified),0,0
CCCCCCCCN1C(=O)[C@H](CC(=O)NCc2cccc(C(F)(F)F)c2)C[C@@]2(C(=O)OCC)CCCC=C12,-6,0
Cn1c(=O)c2cc(NC(=O)OCCF)ccc2n1Cc1cccc(C(F)(F)F)c1,-6,0
CC(=O)N1Cc2cc(C(=O)NCC(F)(F)F)nc(-c3cccc(-c4cccnc4)c3)c2[C@@H]1CCO,-3,10
FC(F)(F)Oc1ccccc1C(c1nnnn1-c1ccc2c(c1)OCCO2)N1CCN(C/C=C/c2ccccc2)CC1 (stereo unspecified),-2,0
COC(=O)c1ccc2nc(-c3ccc(OC)c(OC)c3)c(Cc3cccc(F)c3)n2c1,-6,-4
Cc1cc(C)n2c(NC3CCCCC3)c(-c3ccc(F)cc3)nc2n1,-9,0
O=C(NCc1ccc(F)c(F)c1)c1ccc(-c2ccc(F)c(F)c2)c2ccoc12,-7,-11
O=C(NC(c1ccc(Cl)cc1)c1ccsc1)C1CCN(Cc2cccc(C(F)(F)F)c2)CC1 (stereo unspecified),-2,0
COC(=O)C[C@H]1C=C[C@H](NC(=O)c2cccc(F)c2)[C@@H](CO)O1,-1,7
NC(Cc1ccc(F)cc1)c1csc(Nc2ccc(C(=O)NCCCO)cn2)n1 (stereo unspecified),-6,-3
COc1ccc(C(C)(NC(C)=O)c2nc(-c3ccc(F)cc3OC)cs2)cc1 (stereo unspecified),-6,0
CC(C)=CCC[C@H](C)C[C@@H]1CC2=C(C(=O)OC(C)(C)O2)[C@@H](c2ccc(F)cc2)O1,-4,-2
Fc1ccccc1-c1nc(NCC2CC2)nc2ccsc12,-7,-4
COC(=O)C1(C(=O)OC)C[C@H](c2cccs2)N(Cc2ccccc2OC)[C@@H]1c1ccc(F)cc1,-2,-10
O=c1[nH][nH]c2c1[C@@H](c1ccc(F)cc1)O[C@H](CCc1ccccc1)C2,-7,1
O=C(NCc1ccco1)c1[nH]c(C(F)(F)F)nc1-c1ccccc1,-6,0
O=C(NCCN1CCC(n2c(=O)[nH]c3ccccc32)CC1)c1ccc(F)c(C(F)(F)F)c1,-3,-8
Cc1nc2c(OCc3ccc(F)c(F)c3)cccn2c1N(C)C(=O)CCC1CCCC1,-7,-12
O=C(NCc1ccc(F)cc1F)[C@@H]1CCCN1C(=O)[C@@H]1CCCN1C(=O)c1ccc(Cl)cc1,-2,-3
O=C(Nc1cccc(C(F)(F)F)c1)Nc1nnc([C@@H]2C[C@H](O)[C@@H](CO)O2)s1,-3,-2
COc1cc(OC)cc(-c2c(Sc3ccccc3)c3cc(-c4ccc(OC)c(F)c4)ccc3n2C)c1,-5,6
CN(Cc1ccccc1)C(=O)c1ccc(Nc2nc(C(N)Cc3ccc(C(F)(F)F)cc3)cs2)nc1 (stereo unspecified),-8,6
Fc1ccc(-c2nc3ccc(Br)cn3c2Cc2ccsc2)cc1,-9,1
